Source: PubChem
CHRM1 PAM: human M1 muscarinic receptor positive allosteric modulators, primary screen, CHO-K1 cells, Fluo-8 calcium fluorescence, 1536-well. Muscarinic acetylcholine receptor M1 (Homo sapiens), P11229. CHO-K1 hM1, ACh EC20; 0% = ACh EC20, 100% = maximal ACh. activation, % at 3 µM. 360,000 compounds, 0.088% hits. AID 588819, 2011; in the data active = activation above about 19%, passing the limit was not always enough
M1 antag: human M1 muscarinic receptor antagonists, primary screen, CHO-K1 cells, Fluo-8 calcium fluorescence, 1536-well; Muscarinic acetylcholine receptor M1 (Homo sapiens), P11229; CHO-K1 hM1, ACh EC80 antagonist; inhibition, % at 3 µM; 360,000 compounds, 1.3% hits;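 active = percent inhibition above its own plate's cutoff, namely the mean of that plate's compound wells plus 3 SD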;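 also: peak over basal fluorescence ratio during 140 s after agonist addition; 0% = ACh EC80 plus DMSO and 100% = DMSO alone without agonist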
CRFR2-BP ag: agonists of CRF-BP/CRF-R2 complex, primary screen, cell-based, HEK293, calcium dye fluorescence, uHTS | CRF-binding protein / CRF receptor 2 complex (human) | calcium dye fluorescence (FLIPR); percent of saturating CRF peptide response | activation, % at 13.2 µM | 350,000 compounds, 0.46% hits;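 active = activation of at least 50%, plus an integration ratio under a set limit after plate pattern correction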;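 also: plate controls were neutral control wells without compound for no effect and CRF at EC100 for full effect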
M4 PAM: human M4 muscarinic receptor positive allosteric modulators, primary screen, CHO-K1 cells, Fluo-8 calcium fluorescence | activation, % at 3 µM | 360,000 compounds, 0.4% hits | AID 624126, 2012 | CHO-K1 hM4/Gqi5, ACh EC20; 0% = ACh EC20, 100% = maximal ACh;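 active = activation above its plate's cutoff, the mean activation of sample wells plus 3 SD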; also: some results filed as inactive read as strong as hits
Target sequence (P08173 whole entry, looked up): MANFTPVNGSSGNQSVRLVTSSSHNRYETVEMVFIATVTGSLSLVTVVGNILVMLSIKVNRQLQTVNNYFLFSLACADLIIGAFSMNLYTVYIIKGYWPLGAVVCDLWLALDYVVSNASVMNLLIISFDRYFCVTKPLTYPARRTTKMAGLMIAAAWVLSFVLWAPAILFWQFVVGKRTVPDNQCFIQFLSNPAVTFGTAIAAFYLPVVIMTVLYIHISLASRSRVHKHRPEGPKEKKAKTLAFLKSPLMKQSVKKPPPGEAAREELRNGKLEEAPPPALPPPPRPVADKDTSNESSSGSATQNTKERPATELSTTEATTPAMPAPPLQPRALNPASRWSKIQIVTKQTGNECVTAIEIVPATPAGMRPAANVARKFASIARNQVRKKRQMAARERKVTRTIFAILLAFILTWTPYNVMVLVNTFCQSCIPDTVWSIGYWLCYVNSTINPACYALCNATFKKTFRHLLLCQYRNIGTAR
CHRM4 agonist: human M4 muscarinic receptor agonists, primary screen, CHO-K1 cells, Fluo-8 calcium fluorescence; Muscarinic acetylcholine receptor M4 (Homo sapiens), P08173; CHO-K1 hM4/Gqi5; vehicle 0%, full acetylcholine response 100%; activation, % at 3 µM; 360,000 compounds, 0.14% hits;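 active = activation above the run mean over all test wells plus 3 SD, cut at about 32% in these data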;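 also: peak over basal fluorescence ratio per well then scaled between controls; 0% = DMSO wells and 100% = acetylcholine at EC100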
CHRM4 antagonist: human M4 muscarinic receptor antagonists, primary screen, CHO cells, Fluo-8 calcium fluorescence; Muscarinic acetylcholine receptor M4 (Homo sapiens), P08173; CHO-hM4 cells, ACh EC80; inhibition, % at 3 µM; 360,000 compounds, 0.73% hits; AID 624125, 2012;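 active = inhibition above its plate's cutoff, the mean inhibition of sample wells plus 3 SD, cut at about 27% in these data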;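 also: 0% = acetylcholine EC80 with DMSO and 100% = DMSO without agonist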
M5 antag: human M5 muscarinic receptor antagonists, primary screen, CHO cells, Fluo-8 calcium fluorescence; Muscarinic acetylcholine receptor M5 (Homo sapiens), P08912; CHO-hM5 cells, ACh EC80; inhibition, % at 3 µM; 360,000 compounds, 0.59% hits; AID 624040, 2012;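 active = inhibition above a per-plate cutoff, the mean of that plate's test compounds plus 3 SD, cut at about 27% in these data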;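 also: 0% = acetylcholine EC80 with DMSO and 100% = DMSO without agonist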
Target sequence (P08912 whole entry, looked up): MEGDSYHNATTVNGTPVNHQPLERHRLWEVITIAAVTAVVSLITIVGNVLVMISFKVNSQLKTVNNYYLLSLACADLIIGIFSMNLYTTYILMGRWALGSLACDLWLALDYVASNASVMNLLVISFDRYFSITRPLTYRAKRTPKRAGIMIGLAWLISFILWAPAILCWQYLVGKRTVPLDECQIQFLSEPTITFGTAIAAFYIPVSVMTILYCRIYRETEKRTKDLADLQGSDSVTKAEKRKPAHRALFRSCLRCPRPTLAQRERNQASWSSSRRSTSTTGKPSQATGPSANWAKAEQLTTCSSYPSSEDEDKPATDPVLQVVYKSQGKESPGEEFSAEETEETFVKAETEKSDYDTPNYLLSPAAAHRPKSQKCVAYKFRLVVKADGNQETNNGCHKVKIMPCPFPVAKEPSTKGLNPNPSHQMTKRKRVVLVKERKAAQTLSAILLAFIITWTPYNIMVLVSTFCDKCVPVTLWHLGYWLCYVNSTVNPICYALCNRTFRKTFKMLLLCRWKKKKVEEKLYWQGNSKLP
CHRM5 PAM: human M5 muscarinic receptor positive allosteric modulators, primary screen, CHO-K1 cells, Fluo-8 calcium fluorescence. CHO-K1 hM5, ACh EC20 PAM; 0% = ACh EC20, 100% = ACh EC100. activation, % at 3 µM. AID 624038, 2012. 360,000 compounds, 0.3% hits. Muscarinic acetylcholine receptor M5 (Homo sapiens), P08912;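 active = activation above the run cutoff, the mean activation of all test compounds plus 3 SD, cut at about 18% in these data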
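System: CHO-K1 hM5 cells. Reagent: acetylcholine, EC20 level. Compound dosing: single dose, 3 µM nominal final test concentration. Timing: Post-acetylcholine fluorescence recording 140 s. Detection: Fluo-8 calcium fluorescence. Read-out: % activation, ACh-normalized. Benchmarks: ACh EC20 and EC100 wells. Repeats: singlicate, one well per test compound.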
CHRM5 agonist: human M5 muscarinic receptor agonists, primary screen, CHO-K1 cells, Fluo-8 calcium fluorescence; 360,000 compounds, 0.19% hits; CHO-K1 hM5 cells; 0% DMSO wells, 100% maximal acetylcholine response; activation, % at 3 µM; AID 624037, 2012; Muscarinic acetylcholine receptor M5 (Homo sapiens), P08912;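 active = activation above the run's mean over test compounds plus 3 SD, cut at about 23% in these data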;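 also: signal is peak over basal fluorescence ratio across the kinetic read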
* = called active by the depositor; · = not tested or not shown.

Below each compound: CHRM1 PAM | M1 antag | CRFR2-BP ag | M4 PAM | CHRM4 agonist | CHRM4 antagonist | M5 antag | CHRM5 PAM | CHRM5 agonist
O=C(CCCOc1ccc(Br)cc1)NCCc1ccc(OC(F)F)cc1
 : 8 | -9 | -2.3 | -11 | 4 | -7 | 7 | 3 | 1
CCN1CCN(CCCNC(=O)c2ccc(NC(=O)C3=C(C)OCCS3)cc2)CC1
 : 5 | -6 | 0.8 | 1 | 1 | 2 | 3 | 0 | -2
CCCC(=O)Nc1nnc(SCC(=O)NC2CC2)s1
 : 5 | -9 | -0.9 | 5 | 0 | -23 | 1 | 1 | -3
CCOc1ccccc1-n1nnnc1SCC(=O)N(C)C1CCS(=O)(=O)C1 (stereo not drawn)
 : 1 | -2 | -1.7 | -3 | 0 | 0 | -2 | 0 | 2
Cc1cc(C)cc(C(=O)N2CCN=C2SCc2ccc([N+](=O)[O-])cc2)c1
 : 5 | 0 | 0.6 | -6 | 0 | 3 | 6 | -6 | -5
CC(C)CCn1c(O)c(N=NC(=O)c2ccco2)c2ccccc21
 : -2 | 2 | 0.0 | -3 | 2 | 1 | 2 | -7 | -1
COc1ccc(OC)c(C(=O)NC2CCCc3c2cnn3-c2cc(C)cc(C)c2)c1 (stereo not drawn)
 : -7 | -5 | -0.5 | -3 | 2 | -5 | 6 | -7 | -2
CCO/C(C)=N/n1c2nc3ccccc3nc2c2c(=O)n(CC(C)C)c(C)nc21
 : 9 | -8 | -1.9 | 6 | 1 | -8 | -16 | 13 | -1
COc1ccccc1OCCNC(=O)c1cc([N+](=O)[O-])cc([N+](=O)[O-])c1
 : 7 | -3 | 0.2 | 3 | 1 | -2 | 7 | 0 | 1
CCCC(=O)Nc1ccc(-c2ccc(NC(=O)CCC)cc2)cc1
 : 7 | -5 | 0.9 | 1 | 2 | -7 | 3 | -2 | 0
O=C(N/N=C/c1ccc([N+](=O)[O-])cc1)c1cccc2cc[nH]c12
 : 5 | -3 | -0.9 | -9 | 8 | -9 | 3 | -2 | -2
Cc1ccc(C(=O)n2nnc3ccccc32)cc1[N+](=O)[O-]
 : -1 | 10 | -6.0 | 2 | 1 | 9 | 7 | 0 | -4
COc1ccccc1NS(=O)(=O)c1cc(NC(=O)Nc2ccccc2)ccc1N1CCCCC1
 : 7 | 1 | -0.3 | -14 | 1 | 13 | 0 | -3 | 1
CCCCNC(=O)N1CCCC(N(C)CCc2ccc(OC)c(OC)c2)C1 (stereo not drawn)
 : -1 | 0 | 3.2 | -2 | 1 | -4 | -2 | 3 | -2
Cc1[nH]c2ccccc2c1Cc1nnc(SCC(N)=O)o1
 : 0 | -2 | 0.6 | 1 | 1 | -6 | 2 | -2 | 2

Three of the entries above in order of the CRFR2-BP ag value, largest number first:
| Structure | CHRM1 PAM | M1 antag | CRFR2-BP ag | M4 PAM | CHRM4 agonist | CHRM4 antagonist | M5 antag | CHRM5 agonist |
| --- | --- | --- | --- | --- | --- | --- | --- | --- |
| CCCC(=O)Nc1ccc(-c2ccc(NC(=O)CCC)cc2)cc1 | 7 | -5 | 0.9 | 1 | 2 | -7 | 3 | 0 |
| CCN1CCN(CCCNC(=O)c2ccc(NC(=O)C3=C(C)OCCS3)cc2)CC1 | 5 | -6 | 0.8 | 1 | 1 | 2 | 3 | -2 |
| Cc1[nH]c2ccccc2c1Cc1nnc(SCC(N)=O)o1 | 0 | -2 | 0.6 | 1 | 1 | -6 | 2 | 2 |

The list goes on:
Below each compound: CHRM1 PAM | M1 antag | CRFR2-BP ag | M4 PAM | CHRM4 agonist | CHRM4 antagonist | M5 antag | CHRM5 PAM | CHRM5 agonist
CCn1cc(/C=C(\NC(=O)c2ccc(OC)c(OC)c2)C(=O)NCCCO)c2ccccc21
 : 5 | -7 | -5.4 | 3 | 2 | -3 | 3 | 3 | -2
CC(C)(C)OC(=O)N1CCC[C@H]1C(=O)N/N=C/c1cccc2cccnc12
 : -11 | 21 | -1.5 | -14 | 2 | 6 | 2 | -2 | 0
CCS(=O)CCSc1nc2ccccc2s1 (stereo not drawn)
 : 10 | -13 | -0.7 | 10 | 0 | -1 | -7 | 6 | -5
Cc1nn(C)c(C)c1C1Nc2ccccc2C(=O)N1O (stereo not drawn)
 : 9 | -13 | -2.2 | -3 | 0 | 2 | 4 | -11 | -1
CCc1ccc(CNC(=O)CC2C(=O)NCCN2Cc2ccccc2F)nc1 (stereo not drawn)
 : 5 | -15 | 0.0 | 0 | 0 | 1 | 1 | 3 | -3
O=C(Nc1cc(Br)ccc1O)C1CC(c2ccccc2Cl)=NO1 (stereo not drawn)
 : 3 | -9 | -0.6 | 1 | 4 | -15 | -14 | 4 | -2
CC1(C)CC2CC(C)(CN2C(=O)COC(=O)c2cncc(Br)c2)C1 (stereo not drawn)
 : 5 | -4 | -0.2 | -3 | 2 | -20 | -3 | 0 | 3
CC12CCC(C(=O)Nc3cccc4ccccc34)(C1Br)C2(C)C (stereo not drawn)
 : 8 | -25 | -0.6 | 4 | -2 | 3 | 2 | -8 | -8
CC1(C)Cc2c(cnn2-c2cccc(F)c2)C(NC(=O)c2ccc(=O)[nH]n2)C1 (stereo not drawn)
 : 6 | -5 | -1.3 | -8 | 1 | 1 | -11 | 1 | 0
CCOC(=O)C1CCCc2c1[nH]c1c(C(=O)O)cccc21 (stereo not drawn)
 : 3 | -6 | -3.2 | 2 | 1 | -1 | 8 | -2 | 1
CC1(c2nnnn2Cc2ccccc2)CCC(=O)N1CC(F)(F)F (stereo not drawn)
 : · | · | · | 4 | 1 | -8 | -3 | -3 | 1
O=C(CNC(=O)c1ccccc1)N=Nc1c(O)[nH]c2ccc(Br)cc12
 : 6 | -8 | -6.6 | 4 | 2 | 4 | 3 | 1 | -4
CCOC(=O)c1sc(NC(=O)c2cccnc2)nc1C
 : 12 | -18 | -2.1 | 5 | 0 | -3 | 4 | -4 | 1
CCN1C(=O)[C@H]2[C@@H](c3ccc(-c4cccc(Cl)c4)c(OC)c3)N3CCCC[C@@]3(C(=O)OC)[C@H]2C1=O
 : 2 | -1 | 0.6 | 1 | 1 | -7 | 2 | 1 | 0
Cc1ccc(NN=Nc2nc3c([nH]2)c(=O)n(C)c(=O)n3C)cc1
 : 8 | -11 | -2.3 | 6 | 3 | -4 | 3 | -1 | -2
CC(C)c1ccc(OCC(=O)N(Cc2ccccc2)c2ccccn2)cc1
 : 13 | -3 | -0.9 | 9 | 0 | -7 | -5 | 6 | 0
COc1ccccc1OCC(=O)Nc1cc(Cl)ccc1Oc1ccccc1
 : -6 | 4 | -2.7 | 0 | 1 | 11 | -6 | 8 | 1
COCCCN1C(=O)C(CC(=O)NCCCN(C)C)CC(C(=O)N2CCOCC2)=C1C (stereo not drawn)
 : 2 | -20 | · | -4 | 0 | 8 | 12 | 7 | 1
C=CCOC(=O)/C(=C\C=C\c1ccccc1)NC(=O)c1ccccc1
 : 2 | -4 | -0.6 | -2 | 3 | 2 | 1 | -5 | -4
CC(CCc1ccccc1)NCC(O)COc1ccccc1 (stereo not drawn)
 : 3 | -8 | -0.5 | -8 | 4 | -8 | 6 | 1 | -8
COC(=O)c1ccc(CNC(=O)CC[C@H]2O[C@@H](n3cc(C)c(=O)[nH]c3=O)C[C@@H]2O)cc1
 : 2 | -20 | · | 12 | 0 | -3 | -10 | 0 | 4
CCCCNC(=O)CSc1nc2ccc(NC(=O)CSc3nnc(COc4ccccc4C)n3C)cc2s1
 : 5 | -13 | 0.1 | 5 | 0 | 8 | 5 | -1 | -1
COc1ccc(S(=O)(=O)N2CCN(Cc3cccc(F)c3)CC2)cc1
 : 7 | -9 | -6.2 | -7 | 0 | 2 | 2 | -1 | -4
Cc1ccc2c(C)nc(Nc3nc(CSc4nnc(C)s4)cc(=O)[nH]3)nc2c1
 : -2 | 2 | 0.3 | -5 | 1 | 8 | 8 | -7 | -1
N#Cc1cccc(Oc2ccc(-c3cnc4ccccc4n3)cc2)c1C#N
 : 6 | -4 | -2.0 | -3 | 2 | -5 | -4 | 0 | 0
CCn1c(SCC(=O)NCc2ccco2)nc2c1c(=O)n(C)c(=O)n2C
 : 1 | -3 | -2.8 | 2 | 1 | -7 | 6 | -4 | -1
Cc1ccc(NC(=O)c2cccc(NC3=NC4CS(=O)(=O)CC4S3)c2)cc1 (stereo not drawn)
 : 5 | -11 | -3.0 | 5 | 2 | -9 | -2 | -2 | 2
COC(=O)c1cnc(Nc2nc(C(N)Cc3ccc(OC)cc3)cs2)nc1C(F)(F)F (stereo not drawn)
 : 3 | -4 | · | 1 | 8 | 12 | 2 | 4 | 4
COc1ccc(CNC(=O)c2ccccc2SC)cc1
 : 4 | -20 | 0.8 | -2 | 2 | -3 | -1 | -6 | -2
O=C(Nc1ccccc1)OCCOc1ccc(Cl)cc1Cl
 : -9 | -1 | 4.7 | -3 | 0 | -3 | 1 | -11 | -8
Cc1cc2c(C)nc(N/N=C/c3ccc(F)cc3)nc2o1
 : 3 | -9 | 0.8 | 3 | 2 | -2 | -10 | 6 | 0
Cc1ccc(C)c(NC(=O)CSc2nnc(-c3cc(C)[nH]n3)n2N)c1
 : 18 | -19 | 0.3 | 9 | 0 | -16 | 0 | 0 | -4
COc1ccc(CN([C@H](C)CO)S(=O)(=O)N(Cc2ccccc2)[C@H](CO)C(C)C)cc1
 : 4 | 2 | -0.1 | 0 | 9 | 1 | 13 | 0 | -2
CCc1nc2ccc(C(=O)Nc3cccc(OCC(=O)N(C)C)c3)cn2c1N(CCN(C)C)CC1CC1
 : 11 | -8 | · | 3 | 0 | -6 | 4 | 2 | 2
Cc1cc(S(=O)(=O)Nc2ccc(C(=O)NCC3(N4CCCCC4)CCCCC3)cc2)ccc1F
 : 4 | -6 | -0.9 | -7 | 1 | 1 | 1 | 0 | -5
Cn1c(O)c(N=NC(=O)C2COc3ccccc3O2)c2ccccc21 (stereo not drawn)
 : -8 | 17 | -1.9 | -10 | 6 | -6 | 1 | -4 | 3
Fc1cccc(Cl)c1CNCc1ccccc1Cl
 : 2 | -5 | 2.0 | 3 | 0 | -7 | 2 | -4 | -5
CC(C)CC(=O)NCC(C)NC(=O)CC(C)C (stereo not drawn)
 : 10 | -16 | -0.8 | 4 | 0 | 0 | -10 | 14 | -2
COc1ccccc1C(CCN(Cc1cccs1)C(C)=O)c1ccco1 (stereo not drawn)
 : 0 | -17 | 2.0 | -6 | 1 | -4 | -6 | 0 | 0
O=C1Nc2ccccc2C12OCCCCO2
 : 0 | -11 | 1.4 | 0 | 1 | -7 | 2 | -5 | -2
O=C(c1ccc(Br)o1)N1CCN=C1SCc1cccc(F)c1
 : 6 | -8 | -1.2 | 3 | 1 | -12 | 3 | -2 | -1
CCCCNc1c([N+](=O)[O-])cc(C)cc1[N+](=O)[O-]
 : 5 | -9 | -2.7 | 10 | -1 | 2 | 3 | -4 | -2
